GalR3 antag = antagonists of human GalR3 | O60755 | HEK293 GalR3-CNG cAMP membrane potential fluorescence; galR3 body fused to GalR1 C-terminus | inhibition, % at 3 µM | 0.44% of 360,000 active | AID 651719;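 active = inhibition above the screen-wide average plus 3 SD, cut at about 13% in these data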;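 also: forskolin and galanin both at EC90 stimulate the cells; cAMP rise reported by CNG channel membrane potential dye signal; 0% = forskolin plus galanin with DMSO and 100% = forskolin alone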
Target sequence (O60755 1-299 limits assumed): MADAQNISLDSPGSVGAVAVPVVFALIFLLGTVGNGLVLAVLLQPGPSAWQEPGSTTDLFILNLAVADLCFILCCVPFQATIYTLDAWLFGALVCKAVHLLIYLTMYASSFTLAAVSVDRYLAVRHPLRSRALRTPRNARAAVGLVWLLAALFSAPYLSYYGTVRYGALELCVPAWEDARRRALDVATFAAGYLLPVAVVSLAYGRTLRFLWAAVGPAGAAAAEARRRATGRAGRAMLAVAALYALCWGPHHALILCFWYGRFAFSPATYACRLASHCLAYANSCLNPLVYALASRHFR
MEKK2wt PB1 HTS = raises or lowers MEK5 binding to wildtype human MEKK2 PB1 domain | Q9Y2U5 | AID 1531 | 1.1% of 290,000 active | binding response (% of control), % at 10 µM | bead flow cytometry, Alexa488-MEK5 binding to MEKK2 WT; actives lie on both sides; in the data active = binding response below about 67% or above about 130%
GPR7 antagonist = blocks human GPR7 receptor signaling | GPR7-expressing cells, fluorescence antagonist assay | P48145 | 1.1% of 290,000 active | inhibition, % at 4.4 µM | AID 1861; in the data active = inhibition above about 16%, passing the limit was not always enough;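 also: cells stimulated with the agonist NPW; 0% = agonist with vehicle and 100% = vehicle without agonist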
NALP1 inh = inhibitors of NALP1 inflammasome in yeast; S. cerevisiae NALP1/ASC/caspase-1 growth, X-gal OD620, 72 h; inhibition, % at 10 µM; 0.61% of 280,000 active; in the data active = inhibition mostly above about 24%, no sharp cut-off; inactive = mostly below about 32%; also: some compounds called inactive have numbers as strong as hits
V1R ag counter = V1a receptor agonism, counter-screen for OXTR agonists; CHO-V1R cells, Fluo-8 calcium fluorescence, agonist mode; 0% DMSO, 100% 3 nM vasopressin; 0.25% of 320,000 active; P37288; AID 2797; activation, % at 3 µM;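 active = activation above the mean activation of all tested compounds plus 3 SD, per screening run, cut at about 20% in these data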;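 also: signal is peak over basal fluorescence ratio across a 100 second FLIPR read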
Target sequence (P37288 whole entry, looked up): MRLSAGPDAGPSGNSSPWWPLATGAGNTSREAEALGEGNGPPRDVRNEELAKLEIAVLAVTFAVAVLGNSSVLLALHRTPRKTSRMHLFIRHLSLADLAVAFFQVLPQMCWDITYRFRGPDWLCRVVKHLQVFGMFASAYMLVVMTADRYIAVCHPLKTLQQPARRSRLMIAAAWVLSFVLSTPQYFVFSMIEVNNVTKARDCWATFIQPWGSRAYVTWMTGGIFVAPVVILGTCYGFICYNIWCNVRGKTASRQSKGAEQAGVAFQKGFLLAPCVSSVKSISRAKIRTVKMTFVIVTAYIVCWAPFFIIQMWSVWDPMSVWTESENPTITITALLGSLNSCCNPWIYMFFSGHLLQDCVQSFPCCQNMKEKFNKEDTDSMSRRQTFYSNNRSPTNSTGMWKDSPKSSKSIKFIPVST
MEKK2 mut-MEK5 = signal of MEK5 binding to mutant human MEKK2 PB1 domain; bead flow cytometry, Alexa488-MEK5 binding to MEKK2 mutant; percent response, % at 10 µM; 0.35% of 290,000 active; AID 1530; in the data active = percent response above about 24%, passing the limit was not always enough; also: inactives centre near 1; some results filed as inactive read as strong as hits
PfM18AAP inh = PfM18AAP enzyme inhibition | recombinant PfM18AAP, H-Glu-NHMec fluorogenic cleavage | inhibition, % at 7.35 µM | 1.2% of 290,000 active | AID 1822;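 active = inhibition above the campaign mean inhibition over all tested compounds plus 3 SD, cut at about 28% in these data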;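 also: 0% = plate median of test compound wells and 100% = 2 mM ZnCl2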
OXTR agonist = agonists of human oxytocin receptor | CHO-OTR cells, Fluo-8 calcium fluorescence; normalized: DMSO 0%, oxytocin 100% | AID 2435 | 0.32% of 320,000 active | activation, % at 3 µM;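 active = activation above the mean of all tested compounds plus 3 SD, cutoff set per screening run, cut at about 20% in these data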;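 also: peak over basal fluorescence ratio from a 100 s FLIPR kinetic read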
Target sequence (P30559 whole entry, looked up): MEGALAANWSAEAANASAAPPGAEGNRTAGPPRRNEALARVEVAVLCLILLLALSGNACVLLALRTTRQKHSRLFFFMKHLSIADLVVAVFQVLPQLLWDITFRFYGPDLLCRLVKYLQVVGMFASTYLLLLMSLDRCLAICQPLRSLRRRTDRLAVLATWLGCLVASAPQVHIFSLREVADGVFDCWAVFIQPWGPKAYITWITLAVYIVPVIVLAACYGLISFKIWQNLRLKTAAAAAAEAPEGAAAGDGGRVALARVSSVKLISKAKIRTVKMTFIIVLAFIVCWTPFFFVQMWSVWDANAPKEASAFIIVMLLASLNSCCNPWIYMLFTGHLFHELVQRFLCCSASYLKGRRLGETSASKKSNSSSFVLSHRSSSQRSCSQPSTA
OXTR potentiator = potentiates the human oxytocin receptor response. CHO-OTR cells, Fluo-8 calcium fluorescence, potentiator mode; 0% = oxytocin EC15, 100% = EC100. activation, % at 3 µM. 0.061% of 320,000 active. AID 2445;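 active = activation above that plate's cutoff, the mean activation of tested compounds plus 3 SD, cut at about 6.6% in these data, passing the limit was not always enough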;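 also: 100% uses oxytocin at 75 nM as the full agonist control; some results filed as inactive read as strong as hits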
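Dosing: Single dose, 3.0 µM nominal final compound concentration | Material: Human OTR in CHO cells | Technique: Kinetic Fluo-8 calcium fluorescence | Benchmarks: EC15 oxytocin alone as 0%, 75 nM oxytocin as 100% | Probe or stimulus: Oxytocin at about EC15, sub-maximal agonist stimulus | Incubation: Compound 6 min at room temperature before oxytocin, 100 s read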
An asterisk follows results filed as active; nt = not tested or not shown.

SMILES	GalR3 antag	MEKK2wt PB1 HTS	GPR7 antagonist	NALP1 inh	V1R ag counter	MEKK2 mut-MEK5	PfM18AAP inh	OXTR agonist	OXTR potentiator
CCCC(=O)NCCCc1nc2ccccc2n1CCC	-4	99	-6	-2	-1.3	-3	-2	-0.1	-11
Cc1ccccc1C(=O)N1CCC(C(=O)Nc2nc3ccc(F)cc3s2)CC1	-7	nt	nt	nt	8.0	nt	nt	8.1	-9
C[C@@H]1NC(=O)c2cc([N+](=O)[O-])cc(I)c2OCC[C@@H](C(=O)NC(CC(=O)O)C(N)=O)NC(=O)[C@H](CCC(=O)O)NC1=O (stereo partly specified)	nt	100	-1	39	0.2	2	7	0.3	0
COc1cccc(/C=N\n2c(C)nnc2C)c1OC	7	101	-15	11	0.8	2	-1	-0.6	-10
COc1ccc(OCCOC(=O)c2cccs2)cc1	-3	113	-6	15	2.2	3	2	-1.6	-9
CC(C)(C)NC(=O)c1cccc2c1C(=O)c1ccccc1-2	-5	93	-14	-4	-1.6	0	-1	-3.3	4
CCc1ccc(-n2c(O)c(C=NCCN(CC)CC)c(=O)[nH]c2=O)cc1	-2	93	-7	7	nt	-2	2	nt	nt
COC(=O)c1c(NC(=O)CSc2ncn[nH]2)sc(C)c1C	5	nt	nt	nt	0.1	nt	nt	3.7	-8
COc1ccc(C(CC(=O)O)NC(=O)Cc2ccccc2)cc1 (stereo unspecified)	0	131	-9	2	-0.5	11	-1	0.5	-6
Cc1ccc(NC(=O)N2CCN(C(=O)c3ccco3)CC2)cc1Cl	-2	102	-6	4	2.5	4	0	0.6	-5
Cc1ccccc1NC(=S)NCc1ccco1	-3	105	-3	25	-0.5	0	12	-0.7	4
COc1ccc(-c2nc3c(=O)n(C)c(=O)[nH]c3n2CCc2ccccc2)cc1	nt	104	-14	32	0.1	3	4	0.1	-11
O=C(Nc1ccc([N+](=O)[O-])cc1Br)c1cccnc1	-2	103	-4	7	-1.3	-2	-11	-1.8	-1
CCC1(c2ccccc2)NC(=O)N(CC(=O)Nc2cc(S(=O)(=O)N3CCOCC3)ccc2OC(C)C)C1=O (stereo unspecified)	7	nt	nt	nt	-0.2	nt	nt	-1.1	-3
COc1ccc(-c2c3c(=O)n(C)c(=O)n(C)c3cn2-c2cccc(OC)c2)cc1	1	93	-11	20	-1.4	-6	0	-1.1	-10
COc1cccc(CN(C)CC(=O)Nc2ccccc2C(=O)Nc2ccccc2)c1	-5	88	-7	10	1.0	-4	-1	2.5	-1
O=C(c1ccc2c(c1)OCO2)N(Cc1ccco1)C1(C(=O)NC2CCCCC2)CCCCC1	-6	93	41*	11	-1.1	-6	-8	-3.2	-11
Cc1cc(NC(=O)CSc2nnc(CNC(=O)c3ccccc3)o2)no1	-2	109	-6	14	0.4	10	10	1.1	-5
CC(C)N(Cc1ccccc1)C(=O)CN1C(=O)NC2(CCCC2)C1=O	-2	nt	nt	nt	0.2	nt	nt	-0.4	-2
COc1ccc(NC2(c3ccc(Cl)cc3)C(=O)c3ccccc3C2=O)cc1	0	102	1	0	0.0	1	3	-0.6	-8
COc1ccc(CCNC(=O)c2sc3cc(C)ccc3c2Cl)cc1	1	100	-5	51	1.6	7	-11	-0.1	-1
CCC(C)[C@H](NC(=O)C1CC(=O)N(c2ccc(OC)cc2)C1)C(=O)NC1CCCC1 (stereo partly specified)	5	104	-13	-10	-0.7	3	0	-1.3	0
CC1CCN(CC(=O)Nc2nccs2)CC1	2	105	-12	-2	0.5	3	0	0.8	-7
O=C(NCCOc1ccccc1)c1ccccc1Cl	-7	105	-2	22	-0.5	7	2	-0.3	2
Cc1ccc(NC(=O)/C(CN(C)C)=N\O)cc1	2	102	-5	1	0.8	2	-2	0.1	-12
CCCCNC(=O)COC(=O)c1ccc(N(C)C)cc1	-6	95	-3	3	0.6	-3	-5	0.4	-13
Cc1cc(O)c(NC(=O)c2ccc(C)c([N+](=O)[O-])c2)cc1C	-2	94	4	-1	-0.4	-5	2	-0.6	-5
O=C(O)CN1C(=O)CCS(=O)c2ccccc21 (stereo unspecified)	-2	107	-17	33	1.2	2	2	0.7	2
O=C(Cc1c[nH]c2ccccc12)NCc1ccncc1	1	98	0	7	0.8	-2	0	-0.5	-5
CC(=O)Nc1ccc(S(=O)(=O)Nc2ccc3nc(C)sc3c2)cc1	-6	nt	nt	nt	2.2	nt	nt	1.5	-6
Cc1ccc(C(=O)Nc2ccc(Nc3ccccc3)cc2)c(Cl)c1	-11	101	-2	9	-0.2	4	-1	-1.2	-5
O=C(CCc1nnc(Cc2ccc3c(c2)OCO3)o1)NCCc1ccccc1Cl	-9	113	6	32	0.5	-1	-8	-1.0	-7
O=C(CSc1nc2cc(Cl)ccc2s1)c1cc2ccccc2o1	4	nt	0	22	2.0	nt	6	2.8	-2
O=C(O)c1ccccc1NS(=O)(=O)c1cccc(NS(=O)(=O)c2cc(Br)ccc2Br)c1	-6	nt	nt	nt	0.2	nt	nt	-0.3	0
O=C(CNc1ccc2ccccc2c1)N/N=C/c1ccc([N+](=O)[O-])o1	-6	90	-4	27	0.8	-3	26	2.4	-17
O=C(c1ccc(C(F)(F)F)cc1)C1CCCN(C(=O)CCc2cnccn2)C1 (stereo unspecified)	-4	104	-5	38*	4.5	3	-4	-0.2	-5
O=C(NCC1CCCO1)C1c2ccccc2C(=O)N1C1CCCCCC1 (stereo unspecified)	nt	100	6	-4	-0.2	4	-4	-1.0	-3
C=CCOc1cccc(C2C(C(=O)c3ccc(C)o3)=C(O)C(=O)N2CCCn2ccnc2)c1 (stereo unspecified)	7	98	-9	13	-0.5	-2	-5	-0.4	-13
CC(C)N(C(=O)CC1ON(C)C(=O)N1c1ccc(Cl)cc1)C(C)C (stereo unspecified)	-4	95	14	-17	-0.2	-3	5	-2.1	10
CCN1C(=O)[C@H]2[C@@H](c3ccc(OC)cc3)N3C(=O)CN(CCOC)C(=O)[C@@]3(C)[C@H]2C1=O	-6	104	-2	10	0.8	3	3	0.0	-6

Overlap with the part before: 4 entries, then new ones.
SMILES	GalR3 antag	MEKK2wt PB1 HTS	GPR7 antagonist	NALP1 inh	V1R ag counter	MEKK2 mut-MEK5	PfM18AAP inh	OXTR agonist	OXTR potentiator
O=C(NCC1CCCO1)C1c2ccccc2C(=O)N1C1CCCCCC1 (stereo unspecified)	nt	100	6	-4	-0.2	4	-4	-1.0	-3
C=CCOc1cccc(C2C(C(=O)c3ccc(C)o3)=C(O)C(=O)N2CCCn2ccnc2)c1 (stereo unspecified)	7	98	-9	13	-0.5	-2	-5	-0.4	-13
CC(C)N(C(=O)CC1ON(C)C(=O)N1c1ccc(Cl)cc1)C(C)C (stereo unspecified)	-4	95	14	-17	-0.2	-3	5	-2.1	10
CCN1C(=O)[C@H]2[C@@H](c3ccc(OC)cc3)N3C(=O)CN(CCOC)C(=O)[C@@]3(C)[C@H]2C1=O	-6	104	-2	10	0.8	3	3	0.0	-6
CC1CCN(C(=O)CCNS(=O)(=O)c2ccc(Br)cc2)CC1	-3	nt	nt	nt	3.2	nt	nt	1.9	-4
CCOC(=O)N1CCC(NC(=O)c2cc(C)c3c(C)nn(-c4ccccc4)c3n2)CC1	-5	113	4	8	0.0	10	-15	0.1	-1
CCc1cc2c(SCC(=O)NC3CCS(=O)(=O)C3)ncnc2s1 (stereo unspecified)	-4	92	2	-38	-1.0	-7	-4	0.1	-18
COc1ccc(C(=O)NCc2nnc(SCC(=O)NCCc3ccccc3)o2)cc1	3	98	24*	-9	1.4	-1	14	-0.3	-12
Cc1ccccc1C(=O)N1CCc2cc(-c3csc(NC(=O)CN4CCCC4)n3)ccc21	-6	107	2	11	2.2	1	2	2.0	-26
CCCCN1C(=O)NC2NC(=O)NC21 (stereo unspecified)	-3	99	-3	-19	-0.5	2	-1	0.3	-5
CCc1ncc(CN2CCCC(C(=O)Nc3cccc(-c4ccc(F)cc4)c3)C2)cn1 (stereo unspecified)	-2	114	2	-3	2.3	7	7	4.2	-5
CCCc1nnc(NC(=O)CS(=O)(=O)c2ccc(C)cc2)s1	-8	97	2	16	-0.4	-6	-9	1.5	-7
CC(C)NC(=O)C(c1ccc(F)cc1)N(C(=O)CCC(=O)Nc1ccccn1)C1CCCCC1 (stereo unspecified)	-3	99	3	12	-0.1	-3	-5	-1.1	1
CCOc1cc(C(=O)NC(C)c2ccncc2)cc(OCC)c1OCC (stereo unspecified)	-4	103	-9	nt	-0.2	6	-2	-1.1	-3
COc1ccccc1CNC(=O)CN1C(=O)C(C)N(c2ccc(C)cc2)C1=O (stereo unspecified)	-5	105	0	1	0.3	1	0	-1.8	-6
CCOC(=O)c1c(NC(=O)CSc2ncccn2)sc(C(=O)NC)c1C	-4	nt	nt	nt	2.8	nt	nt	-1.0	-6
Cc1ccc(N2C(=O)CC(n3ccnc3)C2=O)cc1C (stereo unspecified)	-4	102	-2	25	-0.7	2	2	-0.5	-6
COc1ccc(N2CCN(S(=O)(=O)c3c(C)nc4scc(C)n4c3=O)CC2)cc1	-2	100	1	11	10	-5	17	4.5	-5
CC1CCCC(C)N1S(=O)(=O)c1ccc(S(=O)(=O)N2CCOCC2)cc1 (stereo unspecified)	-4	102	0	nt	1.1	-2	0	0.6	-5
Cc1snc2sc(C(=O)c3ccc(Br)cc3)c(N)c12	0	96	-5	11	-0.4	5	21	1.6	-4
COC(=O)CNC(=O)C1CCCN1C(=O)OC(C)(C)C (stereo unspecified)	1	95	-11	12	-0.6	-1	2	0.5	-2
Cc1cc(CC(=O)O)c2oc(-c3ccoc3)cc(=O)c2c1	-3	nt	nt	nt	1.7	nt	nt	0.7	5
CCOC(=O)C1=c2s/c(=C\c3ccncc3)c(=O)n2C(N)=C(C(=O)OC)C1c1ccncc1 (stereo unspecified)	-7	104	-16	0	0.2	-1	-9	-0.3	-3
Cc1c(NC(=O)Nc2cccc([N+](=O)[O-])c2)c(=O)n(-c2ccccc2)n1C	4	103	-17	12	0.5	4	-3	0.0	-8
COc1ccc(C)cc1S(=O)(=O)N(CC(=O)Nc1ccc2c(c1)OCCO2)Cc1ccccc1	nt	85	-1	17	0.3	-12	-3	-1.2	-9
CCC(=O)c1ccc(OCC(O)Cn2nnc3ccccc32)cc1 (stereo unspecified)	-4	100	3	-4	1.8	-2	-4	-0.2	-12
Cc1ccc(-n2cc(CN3CCN(Cc4nccn4C)CC3)c(-c3cccc(C)c3)n2)cc1	-5	109	3	10	0.0	-6	0	1.9	-8
CCCCn1c(=O)c(CCC(=O)OCC(=O)NC(C)c2ccccc2)nc2ccccc21 (stereo unspecified)	1	100	-1	11	-0.6	-3	-12	-2.7	-1
COCCNC(=O)C(c1ccccc1)N(Cc1cccs1)C(=O)Cn1nnc2ccccc21 (stereo unspecified)	-4	106	-1	-2	-0.5	2	3	-1.9	-8
Cc1cc(-c2nnc(-c3cccc(Cl)c3)o2)no1	-5	94	-1	21	-0.7	-13	1	0.1	-12
Cc1cccc(-c2nn(-c3ccccc3)cc2C(=O)N(C)CC(=O)Nc2ccc(N3CCOCC3)cc2)c1	-1	nt	nt	nt	-0.9	nt	nt	-0.5	-1
CC(C)c1nccn1S(=O)(=O)c1cc(Cl)ccc1Cl	0	109	-4	13	0.5	13	-2	1.1	1
CCN(CCO)c1nc(SC)nc2c1sc1nc(-c3ccco3)c3c(c12)CCC3	nt	81	0	17	-0.6	-7	9	0.1	3

Compound activity from PubChem BioAssay.

The order is random, and some 4.1% of all compounds hit somewhere here.
